Screening results (PubChem)
GPR55 activation – GPR55 agonists via beta-arrestin recruitment, primary screen, imaging, U2OS cells, beta-arrestin-GFP redistribution (AID 1961); U2OS GPR55 beta-arrestin-GFP redistribution imaging; higher % means a stronger effect; one-dose activation, % at 10 µM; EC50 in µM for titrated hits; actives 0.048% (n = 290,000);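 active = activation above 40% with more than 50 cells counted in the well; inconclusive = wells holding fewer than 50 cells, flagged as toxic or sparse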;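 also: U2OS osteosarcoma cells stably expressing GPR55 and beta-arrestin-GFP; plate controls were DMSO negative control for no effect and LPI positive control for full effect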
Large T inhibition – SV40 large T antigen inhibitors, biochemical (AID 1903); SV40 large T antigen ATPase/helicase inhibition assay; higher % means a stronger effect; one-dose inhibition, % at 20 µM; IC50 in µM for titrated hits; actives 0.39% (n = 310,000); in the data active = a potency from the dose series; inconclusive = inhibition mostly from about 32% at the one dose, without a potency; inactive = the rest, 99 in 100 with inhibition below about 32%; also: strong numbers were not always called active
GPR35 arrestin U2OS – inhibition of zaprinast-stimulated GPR35 beta-arrestin translocation – imaging, U2OS, beta-arrestin-GFP, zaprinast agonist, primary screen (AID 2058) | U2OS GPR35 beta-arrestin-GFP translocation imaging, zaprinast antagonism; higher % means a stronger effect | actives 0.052% (n = 290,000) | inhibition, % at 10 µM, or IC50 in µM where a hit was titrated;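 active = inhibition of at least 50% with at least 30 cells and total cytoplasm GFP at most 10,000,000; inconclusive = under 30 cells or total GFP of 10,000,000 plus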
T cell HTS – T cell immune modulation candidate | 2C CD8+ T cell-vesicle binding, flow cytometry; hits give low values | calls only at 7 µM | actives 0.068% (n = 330,000);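 active = response, share of CD8 T cells binding vesicles, and their 90th percentile fluorescence all below set limits, cut at about 80% in these data, passing the limit was not always enough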
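Incubation: binding step 1.5 h, 37 °C, antibody labelling 20 min, ice; system: murine 2C transgenic CD8+ T lymphocytes; technique: cytometric PE anti-B7-1 and Alexa647 anti-CD8 signals after 1% paraformaldehyde fixation; also added: QL9-charged Drosophila Ld/ICAM-1/B7-1 vesicles; control set: naked versus QL9-loaded vesicles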
Rac1 GTP hydrolysis – MgcRacGAP GTPase-activating activity inhibitors, confirmation, biochemical, ADP Hunter fluorescence | MgcRacGAP-stimulated Rac1 GTP hydrolysis, ADP Hunter fluorescence; higher % means a stronger effect; GST-tagged Rac1 F28L mutant substrate | inhibition, % at 30 µM, or IC50 in µM where a hit was titrated | actives 0.6% (n = 340,000) | AID 624330;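 active = first-screen hits whose inhibition reached a set limit at any dose in the follow-up dose series; inconclusive = inhibition above the set first-screen limit but never retested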;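 also: fluorescence reports GDP produced by GAP-driven GTP hydrolysis; strong numbers were not always called active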
GPR55 LPI antagonism – GPR55 antagonists blocking LPI-driven arrestin recruitment, primary screen, imaging, U2OS, beta-arrestin-GFP, LPI agonist (AID 2013); actives 0.13% (n = 290,000); U2OS GPR55 beta-arrestin-GFP translocation imaging, LPI antagonism; higher % means a stronger effect; inhibition, % at 10 µM; hits with a dose series show IC50 in µM;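 active = spots per cell inhibited over 60%, with over 100 cells counted and total cytoplasm intensity under 500,000; inconclusive = wells with under 100 cells, flagged as likely toxic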;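 also: U2OS cells stably carrying GPR55 and arrestin-GFP stimulated by 5 µM LPI near EC80; imaged beta-arrestin-GFP aggregate spots per cell after agonist stimulation; plate controls were LPI-stimulated DMSO wells for no effect and DMSO wells without LPI for full effect; some results filed as inactive read as strong as hits; confirmed hits need IC50 under 10 µM and bright autofluorescent wells are also inconclusive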
NTR1 ag – agonists of NTR1, primary screen, imaging, U2OS cells, beta-arrestin-GFP, high content (AID 493036) | P30989 | NTR1-U2OS beta-arrestin-GFP spot imaging, agonist mode | activation, % at 20 µM | actives 0.17% (n = 330,000);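 active = activation at or above 40% of the spot to cytoplasm intensity ratio, with at least 20 cells analyzed; inconclusive = wells under 20 cells, flagged as cytotoxic or low count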;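 also: 0% = DMSO without peptide and 100% = 100 nM NTR1 peptide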
Target sequence (P30989 whole entry, looked up): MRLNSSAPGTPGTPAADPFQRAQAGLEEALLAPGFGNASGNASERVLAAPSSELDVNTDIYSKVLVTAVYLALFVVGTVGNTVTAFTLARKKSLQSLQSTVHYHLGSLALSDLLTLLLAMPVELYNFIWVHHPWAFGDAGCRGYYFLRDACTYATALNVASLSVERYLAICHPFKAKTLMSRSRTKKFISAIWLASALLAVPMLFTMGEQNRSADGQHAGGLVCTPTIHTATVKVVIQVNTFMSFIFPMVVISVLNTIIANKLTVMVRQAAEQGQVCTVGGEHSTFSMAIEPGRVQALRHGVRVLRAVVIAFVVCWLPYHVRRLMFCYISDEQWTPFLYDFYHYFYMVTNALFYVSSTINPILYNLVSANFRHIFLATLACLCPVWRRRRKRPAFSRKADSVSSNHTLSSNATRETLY
Hep lipid drop – hepatic lipid droplet formation modulation | AML12 mouse hepatocytes, oleate lipid droplets, BODIPY imaging | inhibition, % at 6.5 µM | actives 0.4% (n = 240,000);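 active = lipid droplet intensity inhibited by at least 50%, with more than 500 cells counted; inconclusive = wells with under 300 cells, treated as cytotoxic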
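System: AML12 hepatocytes (mouse). Probe or stimulus: oleic acid at 100 µM to induce lipid droplet formation. Times: overnight treatment with compound plus oleate. Detection: Image-based BODIPY and DAPI two-channel analysis. Evaluation: percent inhibition of filter-corrected integrated lipid droplet intensity per well.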
LYP inhibition – inhibitors of LYP phosphatase, biochemical, fluorescence intensity, uHTS (AID 1779) | recombinant LYP phosphatase, fluorescence intensity; higher % means a stronger effect | inhibition, % at 11.5 µM, or IC50 in µM where a hit was titrated | actives 0.054% (n = 290,000); in the data active = inhibition above about 50%;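 also: plate controls were vehicle with enzyme for no effect and no enzyme for full effect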
Hep lipid drop cells 6.5 µM – second read-out of Hep lipid drop, no call of its own (marks repeat the call); cell count; measured here: cell count, cytotoxicity flag;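 cells counted across two imaged fields per well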
T cell HTS vesicle-bound % – recorded beside T cell HTS, whose call it bears; double positive events, %; measured here: CD8+ vesicle-bound cell fraction;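 binding gate set so that unloaded-vesicle control wells show 10% double positive cells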
NTR1 ag cell count 20 µM – second read-out of NTR1 ag, no call of its own (marks repeat the call); cell count; measured here: cell count, cytotoxicity flag
Starred values were filed as active, the others as inactive; i = inactive; ? = inconclusive; . = not tested or not shown.

mol,GPR55 activation,Large T inhibition,GPR35 arrestin U2OS,T cell HTS,T cell HTS vesicle-bound %,Rac1 GTP hydrolysis,GPR55 LPI antagonism,NTR1 ag,NTR1 ag cell count 20 µM,Hep lipid drop,Hep lipid drop cells 6.5 µM,LYP inhibition
CCc1ncc(CN2CCC(C(=O)Nc3ccc(-n4nc(C)cc4C)cc3)CC2)cn1,0.0%,12%,6%,i,75,-4%,1%,1.0,42,-2,612,-4%
CC1=C(C(=O)N2CCOCC2)C(c2ccccc2F)C2=C(CC(C)(C)CC2=O)N1 (centres undefined),-0.1%,1%,26%,i,42,10%,10%,1.9,69,.,.,1%
CCC(C)(C)C1CCC2(CC1)NC(=S)N(c1ccccc1)N2 (centres undefined),-0.1%,8%,-7%,i,55,9%,0%,6.0,51,7,711,6%
CC1(C)C2CCC1(CS(=O)(=O)N1CCN(c3ccc(F)cc3)CC1)C(=O)C2 (centres undefined),-0.1%,8%,8%,i,49,4%,14%,-0.7,66,-12,838,-4%
COc1ccc(CC(=O)N2CCN(c3ccccn3)CC2)cc1OC,0.3%,1%,21%,i,18,2%,-1%,2.1,62,-12,776,-4%
Cc1ccc(NC(=O)CCNCc2ccco2)cc1S(=O)(=O)N(C)C,0.1%,14%,-18%,i,2,229µM*,5%,-0.8,33,28,683,-12%
Cc1nc2c(C(=O)NCc3ccc4c(c3)OCO4)c[nH]n2c(=O)c1Cc1ccccc1F,-0.1%,3%,-2%,i,32,10%,6%,3.8,53,.,.,11%
Cc1ccc(OCC(=O)NCC(=O)Nc2ccc(F)cc2)c([N+](=O)[O-])n1,0.6%,4%,-14%,i,23,7%,2%,-0.2,79,14,619,-4%
NS(=O)(=O)c1ccc(NC(=O)CSc2ncccn2)cc1,-0.2%,7%,-3%,i,18,13%,-10%,-2.7,56,0,694,-4%
O=C(CSc1nnc(-c2ccc(F)cc2)o1)Nc1ccc(S(=O)(=O)N2CCCCCC2)cc1,0.6%,4%,6%,i,16,12%,-4%,11,45,.,.,-5%
Cc1cc(C)c(NC(=O)c2cccc(NC(=O)c3ccco3)c2)c(C)c1,-0.2%,7%,8%,i,18,5%,17%,0.4,64,-5,815,-8%
CS(=O)(=O)NNC(=O)c1cc2cc3ccccc3nc2s1,0.0%,14%,0%,i,37,-8%,0%,2.3,47,1,600,-2%
CCN(Cc1ccccc1)C(c1ccc(C)cc1)c1nnnn1C(C)(C)CC (centres undefined),-0.1%,3%,-12%,i,28,71%,30%,2.0,38,.,.,-3%
C=CCNC(=S)Nc1ccc2nsnc2c1,0.2%,7%,3%,i,48,3%,12%,0.2,53,-1,643,-6%
COc1ccc(CN2CCC(C(=O)N(C)CCc3ccc(OC)c(OC)c3)CC2)c(OC)c1,0.3%,6%,7%,i,29,18%,6%,-1.1,39,-1,708,-3%
CNc1c([N+](=O)[O-])cnn1-c1ccccc1Cl,-0.3%,3%,-7%,i,27,3%,-11%,0.4,83,.,.,1%
CC(=O)c1c(C)[nH]c(C(=O)COC(=O)C2CC2)c1C,-0.1%,7%,-13%,i,53,7%,8%,1.8,72,2,670,-1%
O=C(Nc1ccncc1)c1ccc(Cl)c(S(=O)(=O)N2CCCC2)c1,.,21%,.,i,15,11%,.,3.1,69,.,.,.
CCN(CC)CCOC(=O)c1cc(Cl)c(N)cc1OC,.,-3%,.,i,23,3%,.,-0.4,59,.,.,.
CC(C)Sc1ccc(C(=O)Nc2ccc(F)cc2F)cn1,-0.1%,10%,-12%,i,44,-3%,15%,6.6,22,-1,702,-5%
COC(=O)c1cc(S(=O)(=O)C(C)C)c(S(C)=O)s1 (centres undefined),-0.2%,10%,4%,i,32,7%,0%,-0.8,58,-28,692,-7%
CCc1nc(SCC(=O)Nc2ccccc2OC)c2c(C)c(C)sc2n1,1.1%,-3%,8%,i,24,4%,0%,7.8,44,-1,799,2%
O=C(c1ccc(F)cc1)N1CCCC(c2ccccc2)C1 (centres undefined),0.5%,8%,-2%,i,44,2%,-5%,1.5,37,4,641,-2%
Cc1sc(NC(=O)COc2cccc(-n3cnnn3)c2)c(C#N)c1C,-0.2%,3%,-4%,i,25,6%,-5%,3.3,75,.,.,-8%
COc1ccc(N2C(=O)CCC2(C(N)=O)c2ccccc2)cc1 (centres undefined),-0.8%,-3%,2%,i,50,-1%,15%,1.6,57,2,678,-4%
COc1ccc(CCNC(=O)c2ccc(NS(=O)(=O)c3ccc4[nH]c(=O)[nH]c4c3)cc2)cc1,.,14%,.,i,30,-1%,.,-0.4,63,.,.,.
CCOc1ccc2nc(NC(=O)c3cnccn3)sc2c1,0.3%,19%,9%,i,16,-2%,1%,3.9,46,.,.,1%
O=C(NNC(=O)c1ccc2[nH]c(=O)c(=O)[nH]c2c1)c1cccc(Br)c1,-0.2%,4%,-7%,i,19,1%,-21%,0.0,68,-38,632,-7%
C/C(=N\NS(=O)(=O)c1ccc(Cl)cc1)c1ccc(O)cc1,-0.2%,10%,-11%,i,22,?,28%,-0.5,40,.,.,-2%
CC1CCN(C(=O)COC(=O)c2cc(Cl)cc(Cl)c2N)CC1,-0.1%,1%,10%,i,54,11%,2%,0.9,65,.,.,-12%
Cc1ccc(OCCSCc2nnc(NC(=O)Nc3cccc(Cl)c3)s2)cc1,0.5%,4%,5%,i,42,4%,12%,4.7,42,0,615,-1%
O/N=C1/CCc2cccc3cccc1c23,0.2%,-1%,2%,i,32,2%,-3%,0.1,61,-2,690,-4%
C=CCS(=O)(=O)N1CCCC(C(=O)c2cccc(Cl)c2)C1 (centres undefined),-0.3%,-2%,2%,i,55,2%,-2%,6.9,40,0,714,-5%
C=CCN(C(=O)CCC(=O)Nc1cc(C)on1)C(C(=O)NC1CCCC1)c1ccc(C)cc1 (centres undefined),0.2%,-7%,20%,i,44,3%,-4%,-1.0,49,-14,803,-3%
Cc1ccc2c(c1Br)/C(=N/N1C(=O)c3ccccc3C1=O)C(=O)N2,0.0%,10%,3%,i,10,14%,4%,0.8,43,.,.,-7%
CCCN(CCC)S(=O)(=O)c1ccc(C(=O)N2CC3CCC(CC3)C2)cc1,0.1%,2%,-3%,i,33,7%,12%,0.3,44,-1,728,-1%
Cc1ccc(-c2oc3ccccc3c(=O)c2O)cc1,-0.1%,-4%,14%,i,20,2%,11%,12,65,-1,592,-1%
O=C(CN(C(=O)CCC(=O)Nc1nccs1)c1ccc2c(c1)OCO2)NCc1ccc(F)cc1,0.5%,5%,2%,i,46,3%,14%,3.8,54,6,759,-10%
Cc1ccc(S(=O)(=O)Nc2cc3c4c(c2)CC(=O)N4CCC3)cc1,.,5%,.,i,6,3%,.,2.1,55,.,.,.
CCOC(=O)C1=C(c2ccccc2)OC(N)=C(C#N)C1c1cccnc1 (centres undefined),0.0%,6%,-17%,i,47,1%,15%,0.5,56,3,662,2%
O=C(CSc1nnc(-c2ccco2)o1)NCC(=O)c1ccccc1,10%,-2%,-2%,i,7,4%,-13%,-0.5,62,10,736,-13%
O=C(Cc1ccccc1[N+](=O)[O-])N1CCN(c2ccccc2F)CC1,-0.3%,0%,-10%,i,46,2%,2%,-2.7,58,2,675,0%
Cc1cccc(OCc2cc(-c3ccccc3)no2)c1C,-0.1%,0%,-11%,i,53,5%,2%,0.5,75,.,.,-6%
Cn1c(=O)cc(C(=O)N/N=C/c2ccc(F)cc2)[nH]c1=O,0.3%,3%,21%,i,12,14%,20%,-0.7,45,-17,715,-3%
COc1cc2c(cc1O)CC[n+]1cc3c(OC)c(OC)ccc3cc1-2,-0.2%,10µM*,0%,i,20,?,3%,0.3,54,-4,710,6%
CCOc1ccc(/C=N/NC(=S)Nc2c(C)cccc2C)cc1,0.0%,21%,-1%,i,32,6%,-2%,0.5,43,-6,699,10%
O=C(CSc1nnnn1-c1ccc(O)cc1)Nc1cccc(S(=O)(=O)N2CCCC2)c1,-0.2%,2%,-5%,i,28,11%,10%,2.3,39,-4,771,-2%
CC(C)C1COC(c2cccn2Cc2ccccc2Cl)=N1 (centres undefined),0.1%,1%,6%,i,61,14%,20%,-0.8,101,3,680,-6%
Cc1ccc(SCCC(=O)Nc2ccccc2C(=O)NC(C)C)cc1,-0.1%,19%,6%,i,9,9%,-1%,3.6,80,17,687,-1%
COc1ccc(CNC(=O)/C=C/C(=O)O)cc1OC,-0.3%,6%,9%,i,48,7%,-3%,-2.3,51,0,763,-5%

The results go on.
mol,GPR55 activation,Large T inhibition,GPR35 arrestin U2OS,T cell HTS,T cell HTS vesicle-bound %,Rac1 GTP hydrolysis,GPR55 LPI antagonism,NTR1 ag,NTR1 ag cell count 20 µM,Hep lipid drop,Hep lipid drop cells 6.5 µM,LYP inhibition
c1ccc(C(NCCNC(c2ccccc2)c2ccccc2)c2ccccc2)cc1,-0.1%,7%,10%,i,51,.,10%,5.6,83,-2,425,-5%
CCCCCc1nc2c(C#N)c(-c3ccc(Cl)cc3)ccn2n1,-0.1%,1%,-5%,i,31,-3%,5%,0.0,54,.,.,8%
COc1ccc(/C=N/N2CCOCC2)cc1Cn1nc(C)c([N+](=O)[O-])c1C,-0.1%,8%,4%,i,5,8%,2%,0.2,39,-31,660,-1%
CC(C)c1nc(SCC(=O)N2CCCC2)c2c(=O)n(C)c(=O)n(C)c2n1,.,17%,.,i,8,5%,.,0.9,92,.,.,.

An unsorted share of the library. Share with any hit: about 1.8%.
